Cneo AK release: Cryptococcus neoformans lysis via adenylate kinase release | C. neoformans lysis, adenylate kinase release luminescence, 4 h; normalised: neutral wells 0, clomiphene wells 100 | lysis activity, % at 15 µM | 360,000 tested, 0.2% active | AID 651654;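 active means mean lysis activity across replicates of at least 80%, whatever share of replicates individually reach that level; inactive means mean lysis activity below 80%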
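Assay system: log-phase C. neoformans yeast / Quantity: yeast cell density of 5 × 10^6 cells/mL / Medium: fresh YPD growth medium / Compound: single dose / Timing: static 4 h at 37 °C with compound, 1 h detection / Measured by: adenylate kinase release luminescence / Read-out: lysis from increased AK signal / Benchmarks: Clomiphene as positive lysis control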
miR-122 sensor: blocks miR-122 activity in Huh7 sensor cells; activation (reporter increase), % at 12.5 µM; Huh7 miR-122 Renilla luciferase sensor, 48 h; neutral wells = 0, positive control = 100; 340,000 tested, 0.3% active; AID 602342;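 active means mean replicate activation score at least 90 and every replicate individually at or above 90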;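 further: higher luciferase means less miR-122 activity so hits act as miR-122 inhibitors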
esBAF inh: blocks esBAF chromatin remodeling in mouse ES cells | 350,000 tested, 2% active | reporter increase, % at 12.5 µM | Bmi1-luciferase knock-in reporter, 24 h; 100% = twice the neutral-well signal; in the data active means activation above about 40%;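 further: 0% = median of the plate's neutral control wells and 100% = double that signal; a rise in the Bmi1 reporter signal indicates esBAF inhibition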
* hit, by the source's call; . = no result given; [ ] = remark or other dose. Some of the compounds tested; count on the stated rates, not on these rows.

The line under a structure holds: Cneo AK release, miR-122 sensor, esBAF inh
CN(C)/C=N/c1ncc(C(=O)c2ccc3ccccc3c2)s1
  3, -12, .
Cc1ccc(NC(=O)CCNS(=O)(=O)c2cc(Br)cnc2N)cc1Cl
  3, 58, .
O=C(NC1CCCc2ccccc21)C1CCN(S(=O)(=O)c2ccccc2)CC1 (stereo not drawn)
  -2, 29, .
O=C1/C(=C\c2ccc(-c3ccccc3Cl)o2)SC(=S)N1CC1CCCO1 (stereo not drawn)
  1, 0, .
C=CCn1c(C)cc(C)c(C#N)c1=O
  18, 3, .
CCOC(=O)/C=C1\CC(=O)Nc2nonc2N1
  3, -7, .
COc1ccc(C(=O)N2CCN(Cc3ccccc3C)CC2)cc1OC
  -1, 0, .
Cc1c(Cl)cccc1NC(=S)NCCC(c1ccccc1)c1ccccc1
  22, 8, .
COC(=O)c1ccccc1-c1ccc(/C=C2\C(=O)N(c3ccccc3)N=C2c2ccccc2)o1
  11, -1, .
CC(/C=C1\SC(=S)N(CCCC(=O)Nc2ccc(C(=O)O)cc2)C1=O)=C\c1ccccc1
  0, -20, .
C/C(=N\NC(=O)c1ccc(NS(=O)(=O)c2cccs2)cc1)c1ccc2ccccc2c1
  5, -14, .
Cc1ccc(CNC(=O)CSc2ncccn2)cc1
  -1, 0, .
CCOCCCNC(=O)C(c1ccc(OC)cc1)N(Cc1ccc2c(c1)OCO2)C(=O)CNC(C)=O (stereo not drawn)
  -4, 2, .
CC1Cc2ccccc2N1C(=O)c1cnsn1 (stereo not drawn)
  0, -2, .
CC1CCCN(c2nc3ccsc3c(=O)s2)C1 (stereo not drawn)
  13, 4, .
O=C(N/N=C/c1sc(N2CCOCC2)nc1-c1ccccc1)c1ccccc1O
  11, -20, .
Cn1c(-c2cccc3ccccc23)n[nH]c1=S
  -2, -6, .
Cc1ccc(NC(=O)COC(=O)CN2C(=O)C3CCCCC3C2=O)cc1S(=O)(=O)N1CCOCC1 (stereo not drawn)
  -2, -5, .
COCCNc1oc(-c2ccc(Cl)cc2)nc1C#N
  0, -2, .
CCOC(=O)CCc1c(C)c(C#N)c2[nH]c3ccccc3n2c1=O
  1, 3, .
c1ccc(C(c2nnnn2Cc2cccs2)N2CCN(C3CCCC3)CC2)cc1 (stereo not drawn)
  6, -3, .
CC1(C)CC(=O)C2=C(C1)OC(N)=C(C#N)C21C(=O)N(CN2CCOCC2)c2ccccc21 (stereo not drawn)
  11, 11, .
CCOC(=O)c1ccc(CSc2nnc(-c3ccncc3)n2N)cc1
  1, 40, .
COc1cc(NS(=O)(=O)c2ccc(NC(=S)NC(=O)c3sc4ccccc4c3Cl)cc2)ncn1
  -5, 15, .
Cc1cc(NC(=O)Cn2c(=O)n(Cc3ccccc3)c(=O)c3ccccc32)no1
  -3, 32, .
O=C(NC1CCCCC1)c1cccs1
  1, 0, .
Cc1ccc([N+](=O)[O-])cc1S(=O)(=O)NCCc1c(C)[nH]c2ccccc12
  -6, 18, .
CS(=O)(=O)CCC(C(=O)n1nnc2ccccc21)N1C(=O)c2ccccc2C1=O (stereo not drawn)
  4, -1, .
COc1ccc(C(=O)Nc2nc3c(s2)CCCC3)cc1S(=O)(=O)N1CCCc2ccccc21
  3, 115*, .
Clc1ccc2[nH]c3c(NCCN4CCOCC4)ncnc3c2c1
  -1, 4, .
CCCOc1ccc(N2C(=O)CC(SC(=NC)Nc3ccc(F)cc3)C2=O)cc1 (stereo not drawn)
  -3, -6, .
Cc1ccc(C(C(=O)NC2CCCCC2)N(CCC(C)C)C(=O)CNC(=O)c2ccco2)o1 (stereo not drawn)
  1, -7, .
CCn1c(CNC(=O)c2ccco2)nnc1SCC(=O)Nc1cc(C)c(C)cc1Br
  9, -18, .
O=C(NC1CCCC1)C1CCCN1C(=O)Nc1ccccc1Cl (stereo not drawn)
  2, 5, .
CC1CCN(c2nc(CN3CCCCC3)nc3scc(-c4ccccc4)c23)CC1
  28, 4, .
COc1ccc(NC(=O)CCN2CCCC(C)C2)cc1 (stereo not drawn)
  1, 7, .
CCn1c(NC)cc(=O)n(C)c1=O
  1, -5, .
Cn1c(SCc2cnc(-c3ccccc3)s2)nnc1C1COc2ccccc2O1 (stereo not drawn)
  -1, 9, .
CCC(Sc1nc(C)cc(=O)[nH]1)C(=O)Nc1nc2c(s1)CCCC2 (stereo not drawn)
  6, -9, .
COc1ccc(CC(=O)N2CCN(c3ccccn3)CC2)cc1
  0, -2, .
Cc1ccc(/C=C/C(=O)c2cc(Br)ccc2OC(=O)c2ccco2)cc1
  -1, 7, .
Cc1nn(Cc2ccc(Cl)c(Cl)c2)c(C)c1NC(=O)c1cn(-c2ccccc2)nc1-c1ccccc1
  2, -3, .
O=C(Nc1ccccc1Br)C1CCN(C(=O)Cc2ccccc2)CC1
  6, -6, .
CCSc1nnc2nc(C)cc(C)n12
  1, 2, .
CCCOc1ccc(OCCSc2ncccn2)cc1
  -2, 0, .
O=C1NC(=NCc2ccccc2)S/C1=C\c1ccccc1
  0, 4, .
FC(F)(F)c1nnc2sc(-c3ccco3)nn12
  0, -14, .
CCN(C(=O)CN1CCN(c2ccc(OC)cc2)CC1)c1c(N)n(Cc2ccccc2)c(=O)[nH]c1=O
  -2, -4, .
CC(=O)N(c1ccccc1)c1nc(C)cc(C)c1C#N
  0, 10, .
O=C(Cc1n[nH]c(=O)c2ccccc12)NCc1ccccn1
  -3, -2, .
Cc1csc(NC(=O)c2cccs2)n1
  0, -3, .
CC(=O)Nc1ccc(S(=O)(=O)Oc2ccc(C=O)cc2)cc1
  -5, -8, .
O=C(O)C1CC1C(=O)N1CCN(c2ccc(Cl)c(Cl)c2)CC1 (stereo not drawn)
  -2, 3, .
CCOc1ccc2nc(N3CCCN(C(=O)Nc4ccccc4C)CC3)c(C#N)cc2c1
  -2, 4, .
O=C(CCn1cccc1)N1CCc2ccccc21
  -1, -4, .
O=C(CN1CCCC1)Nc1ccccc1Cl
  7, -9, .
CCCS(=O)(=O)c1c(S(=O)(=O)CCC)c2c(N)cccn2c1C(=O)c1ccc(F)cc1
  1, 4, .
Cc1nc(NCCNC(=O)c2ccco2)c2c(C)c(C)sc2n1
  2, 4, .
O=[N+]([O-])c1cccnc1N1CCC(c2cc(-c3ccc(Cl)cc3)n[nH]2)CC1
  0, -4, .
CCCCn1c(SCC(=O)Nc2nnc(CC)s2)nc2ccccc2c1=O
  2, -8, .

Structures above that have a COOH group (2):
The line under a structure holds: Cneo AK release, miR-122 sensor, esBAF inh
CC(/C=C1\SC(=S)N(CCCC(=O)Nc2ccc(C(=O)O)cc2)C1=O)=C\c1ccccc1
  0, -20, .
O=C(O)C1CC1C(=O)N1CCN(c2ccc(Cl)c(Cl)c2)CC1 (stereo not drawn)
  -2, 3, .

The listing continues:
The line under a structure holds: Cneo AK release, miR-122 sensor, esBAF inh
CC(C)NC(=O)N(C)C[C@H]1OCCCC[C@H](C)Oc2ccc(NC(=O)Nc3ccccc3)cc2C(=O)N([C@@H](C)CO)C[C@H]1C
  1, 4[16.7 µM], .
Cc1cccc(C(=O)N2CCN(c3ccc([N+](=O)[O-])c(N4CCOCC4)c3)CC2)c1
  1, -12, .
Cn1c(-[n+]2c(-c3ccccc3)cc(-c3ccccc3)cc2-c2ccccc2)nc2cc([N+](=O)[O-])ccc21
  -2, 15, .
CN(C)S(=O)(=O)c1cccc(CSc2cccc[n+]2[O-])c1
  1, -4, .
CC(=O)c1cccc(NC(=O)N2CCCC2C(=O)Nc2ccccc2C)c1 (stereo not drawn)
  5, 6, .
CCn1nc(C)c(/C=N/NC(=O)c2c[nH]c3ccccc23)c1C
  -7, 9, .
Cc1ccc(C(=O)NC(=S)Nn2cnnc2)cc1
  -1, -4, .
CO/N=C/NC(=O)c1cn(-c2ccc(F)cc2)c(=O)c2ccccc12
  7, -1, .
O=C(C1CCCO1)N1CCN(Cc2c(O)ccc3ccccc23)CC1 (stereo not drawn)
  0, 9, .
C=CCSC1=N/C(=C\c2sccc2C)C(=O)S1
  10, -1, .
COc1ccc(CCn2nnnc2C(CC(C)C)N2CCC(C(N)=O)CC2)cc1OC (stereo not drawn)
  52, -2, .
CCc1ccc(NS(=O)(=O)c2ccc3[nH]cc(C(=O)N4CCCCC4)c(=O)c3c2)cc1
  -4, 10, .
COc1cc(C(=O)NC(=S)Nc2ccc([N+](=O)[O-])cc2)cc(OC)c1OC
  5, 4, .
CCN(C(=O)c1cccnc1)c1ccccc1
  0, -7, .
Cc1ccc(S(=O)(=O)N[C@H](C(=O)Oc2ccc3c(C(F)(F)F)cc(=O)oc3c2)c2ccccc2)cc1
  0, 8, .
Cc1ccc(C2CC(C(F)(F)F)n3nc(C(=O)NCc4ccco4)cc3N2)cc1 (stereo not drawn)
  4, -41, .
CCOC(=O)Cc1csc(NC(=O)CSc2nnnn2-c2ccc(C)cc2C)n1
  1, -4, .
O=C(CN1C(=O)c2ccccc2S1(=O)=O)N1CCN(Cc2ccc3c(c2)OCO3)CC1
  4, 0, .
Cc1ccc2cc3cc(C(=O)NCCCN4CCc5ccccc5C4)oc3nc2c1
  3, -2, .
COc1ccc(-n2c(C)cc(C(=O)COC(=O)Cn3cnc4ccccc43)c2C)cc1
  4, -2, .
O=c1cc(O)c(-c2cccc(Cl)c2)c(Cl)[nH]1
  0, 2, .
Cc1c(Cl)c(-c2n[nH]c(=S)n2-c2ccccc2)nn1C
  -1, 9, .
COCCN1Cc2cccc(C(=O)Nc3cc(C)cc(C)c3)c2C1=O
  -4, 2, .
COc1ccccc1NC(=O)c1csc(-n2nc(C)cc2C(F)(F)F)n1
  5, 0, .
CCC(C)NC(=O)Cn1c(COc2ccc(Cl)cc2Cl)nc2ccccc21 (stereo not drawn)
  -5, -18, .
O=C(c1cccnc1)N1CCN(Cc2ccc3c(c2)OCO3)CC1
  1, 3, .
O=C(NC1CCCCC1)c1ccc(N2CCCC2=O)cc1
  0, -10, .
COc1ccc(-c2[nH]ncc2/C=C(/C#N)C(=O)NC2CCCCCC2)cc1
  2, 15, .
COc1ccccc1NC(=O)CCc1nc(-c2cccs2)no1
  -2, 3, .
COc1ccccc1CNCC(O)(c1ccc(Cl)cc1)c1ccc(Cl)cc1
  9, -12, .
CNC(=S)NNC(=O)c1cccn(Cc2ccc(Cl)c(Cl)c2)c1=O
  2, -20, .
O=C1CC(c2cccc(Cl)c2)C(n2cncn2)C(=O)C1C1NCCc2ccccc21 (stereo not drawn)
  -1, 2, .
CCOc1cc(C)c(C(C)C)cc1S(=O)(=O)NCc1ccccn1
  2, 104*, .
CCN(C(=O)CSc1nc2cc(C(=O)OC)ccc2c(=O)n1Cc1ccco1)c1cccc(C)c1
  9, -9, .
CN(C)/C=C/c1c(C#N)c(=O)ncn1Cc1ccccc1
  5, -26, .
O=C(OCc1ccccc1)c1ccc2c(c1)-c1ccccc1C2=O
  1, -7, .
Cc1cccc(-c2c3c(=O)n(C)c(=O)n(C)c3c3nnc4ccccc4n23)c1
  1, 2, .
c1ccc(Oc2cccc(OCCn3cncn3)c2)cc1
  -2, -3, .
COCCn1c(SCc2cc(C(C)=O)ccc2OC)nc2cc(Cl)ccc2c1=O
  7, 1, .
Cc1cccc(OCC(=O)Nc2ccc3c(c2)OCCO3)c1
  -8, 3, .
Cc1csc(NC(=O)CSc2nnc(-c3ccoc3C)n2Cc2ccco2)n1
  0, 2, .
CCOC(=O)C1CCN(c2nc3ccccc3nc2C(C#N)C(=O)OC(C)COC)CC1 (stereo not drawn)
  2, 4, .
CCCCNC(=O)c1cnc2n(c1=O)CCS2
  1, -6, .
Cc1ccc(/C=C/C(=O)Nc2sc(C)c(C)c2C(=O)OC(C)C)o1
  4, 3, .
CC(=O)c1cccc(NC(=O)c2csc(-n3nc(C)cc3C(F)(F)F)n2)c1
  1, 8, .
O=C(CCSCc1ccccc1Cl)NC1CCCC1
  -6, -4, .
O=C(Cc1ccccc1)N/N=C/C=C/c1cccc([N+](=O)[O-])c1
  1, -8, .
CN(CCNC(=O)C1CCN(S(=O)(=O)c2cnc[nH]2)CC1)Cc1ccccc1
  5, -5, .
COc1ccc(Cl)cc1S(=O)(=O)N1CCCC(C(=O)NCC(N)=O)C1 (stereo not drawn)
  2, -8, .
Cc1ccc(-c2nnc(-c3cccc(Br)c3)o2)cc1
  -4, 2, .
CCOCC(=O)Nc1sc2c(c1C(=O)OCC)CCCC2
  0, 13, .
COc1cc2c(cc1NC(=S)Nc1ccccc1C)oc1ccccc12
  0, 7, .
Cc1ccc(NC(=O)N(CCCN2CCOCC2)Cc2cc3cc4c(cc3[nH]c2=O)OCO4)cc1
  -2, -1, .
COc1ccc(C(O)P(=O)(OC2CCCCC2)c2ccc(N(C)C)cc2)cc1OC (stereo not drawn)
  5, 7, .
O=c1[nH]n(-c2ccccn2)c(=O)c2ccccc12
  0, -3, .
CCc1ccc(C(=O)COC(=O)CNC(=O)c2ccc(N3C(=O)c4ccccc4C3=O)cc2)cc1
  29, -10, .
CC1CCN(S(=O)(=O)c2ccc(NC(=O)CSc3nnnn3C)cc2)CC1
  -4, 17, .
O=C(C1CCCCC1)N1CC(=O)N2CCc3ccccc3C2C1 (stereo not drawn)
  4, ., 3

Screening data: PubChem BioAssay, Broad Institute
